Giardia killer – Small Molecules that selectively kill Giardia lamblia: qHTS. Giardia lamblia trophozoite viability. activity change, % at 7.66 µM, hits read low. 340,000 compounds, 0.15% hits; in the data active = activity change below about -80%; inconclusive = between about -30% and that limit;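 note: parasites exposed to compound for two days anaerobically before the ATP read; % is set by controls: 0 for no effect and ±100 for the full control effect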
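ATP-content bioluminescence gauges trophozoite survival. Cells (100/well) receive compound and incubate anaerobically for 48 hrs at 37 deg C; detection reagent follows for 15-30 min at room temperature.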
GALK inhibitor – qHTS Assay for Inhibitors of Human Galactokinase (GALK). Purified GALK, Kinase-Glo residual ATP luminescence. Potency, µM (doses to about 57.5 µM), for the others: at the highest dose activity change, negative = inhibition, hits mostly inhibitors. 270,000 compounds, 0.007% hits; note: potency is the fitted concentration of half-maximal effect; % is set by controls: 0 for no effect and ±100 for the full control effect
Target sequence (P51570 whole entry, looked up): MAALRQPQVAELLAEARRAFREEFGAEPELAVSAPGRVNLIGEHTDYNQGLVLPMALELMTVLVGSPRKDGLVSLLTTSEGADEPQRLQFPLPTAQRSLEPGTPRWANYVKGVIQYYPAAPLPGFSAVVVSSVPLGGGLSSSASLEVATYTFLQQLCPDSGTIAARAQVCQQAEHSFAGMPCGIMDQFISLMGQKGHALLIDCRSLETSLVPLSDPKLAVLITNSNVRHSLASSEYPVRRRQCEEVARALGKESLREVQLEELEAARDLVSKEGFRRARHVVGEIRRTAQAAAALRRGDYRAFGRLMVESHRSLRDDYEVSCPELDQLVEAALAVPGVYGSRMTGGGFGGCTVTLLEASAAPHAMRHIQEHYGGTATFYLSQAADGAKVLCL
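5 nM enzyme, 35 uM ATP, 100 uM galactose, 20 mM HEPES pH8.0, 5 mM MgCl2; 1 h RT; residual ATP by Kinase-Glo Plus luminescence, qHTS format.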
B2AR arrestin – qHTS assay of beta-arrestin-biased ligands of beta2-adrenergic receptor. beta-arrestin recruitment to beta2AR, cell-based reporter. AID 492947, 2010. Beta-2 adrenergic receptor (Homo sapiens), P07550. 330,000 compounds, 0.02% hits. Potency, µM (series often up to 46.1 µM), inactives show top-dose activation, most hits filed as activators;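 note: potency is the fitted concentration of half-maximal effect; 0% = DMSO controls and full agonism = EC100 isoproterenol or metaproterenol; nearly all actives have a fitted effect of over 65% in size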
Menin-MLL TR inh – qHTS Assay for Inhibitors Targeting the Menin-MLL Interaction in MLL Related Leukemias: Competition With Texas Red Labeled MLL-derived Mutant Peptide. O00255. Menin + Texas Red MLL mutant peptide, fluorescence polarization. Potency, µM (top dose mostly 61.6 µM), without a hit: top-dose FP activity change, negative = inhibition, hits mostly inhibitors. 270,000 compounds, 0.23% hits. AID 1768, 2009; active = well fitted inhibition curve with a large enough effect in the polarisation, with a control signal flat, not every such curve was filed as active; inconclusive = small, poorly fitted or top-dose-only effect, or effect the other way, or a change in a side signal; inactive = no such curve, though single readings can be large or run the other way; the % refers to the polarisation; note: potency is the fitted concentration of half-maximal effect; % of control where 0% means no effect; many of its hits are not listed in these tables
TSG101-PTAP inh – qHTS Assay for Iinhibitors of HIV-1 Budding by Blocking the Interaction of PTAP/TSG101; Potency, µM (doses to about 115 µM), for the others: at the top dose activity change, negative = inhibition, usual class: inhibitors; 340,000 tested, under 10 active; AID 493005, 2010; Fluorescence polarization, FITC-PTAP peptide / Tsg101 binding; active = well fitted inhibition curve with a large enough effect in the main read-out, with a control signal flat, not every such curve was filed as active; inconclusive = small, poorly fitted or top-dose-only effect, or effect the other way, or a change in a side signal; inactive = no such curve, though single readings can be large or run the other way; note: potency is the fitted concentration of half-maximal effect; % of control where 0% means no effect
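Fluorescence polarization binding of Tsg101 binding domain (10 uM final) to FITC-labeled PTAP peptide (50 nM final) in HEPES pH 7.5 buffer with NaCl, Tween 20, EDTA, TCEP. Compounds added before peptide; binding 20 min at RT.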
S-ASM inh – Inhibitors of Secretory Acid Sphingomyelinase (S-ASM): qHTS | placental ASM, HMU-PC fluorogenic substrate, 60 min | Potency, µM (doses to about 57.5 µM), for inactives: at the highest dose activity change, negative = inhibition, hits mostly inhibitors | 340,000 compounds, 0.006% hits | AID 504937, 2011; note: potency is the fitted concentration of half-maximal effect
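Human placenta-derived ASM preincubated with compound 10 min at room temperature, then reacted with 9 uM (final) fluorogenic HMU-PC substrate for 60 min at 37 C. Stop solution raises pH to 10; fluorescence read at Ex 386/Em 447 nm.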
Tb PFK inh – qHTS Assay to Find Inhibitors of T. brucei phosphofructokinase | ATP-dependent 6-phosphofructokinase (Trypanosoma brucei brucei), O15648 | T. brucei PFK, ADP-Glo luminescence | Potency, µM (titrated, usually from 57.5 µM), without a hit: top-dose activity, negative = inhibition, hits mostly inhibitors | 330,000 compounds, 0.17% hits;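 note: potency is the fitted concentration of half-maximal effect; 0% = uninhibited 1x PFK enzyme wells and -100% = no-enzyme wells; nearly all actives have a fitted effect of over 60% in size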
Target sequence (O15648 whole entry, looked up): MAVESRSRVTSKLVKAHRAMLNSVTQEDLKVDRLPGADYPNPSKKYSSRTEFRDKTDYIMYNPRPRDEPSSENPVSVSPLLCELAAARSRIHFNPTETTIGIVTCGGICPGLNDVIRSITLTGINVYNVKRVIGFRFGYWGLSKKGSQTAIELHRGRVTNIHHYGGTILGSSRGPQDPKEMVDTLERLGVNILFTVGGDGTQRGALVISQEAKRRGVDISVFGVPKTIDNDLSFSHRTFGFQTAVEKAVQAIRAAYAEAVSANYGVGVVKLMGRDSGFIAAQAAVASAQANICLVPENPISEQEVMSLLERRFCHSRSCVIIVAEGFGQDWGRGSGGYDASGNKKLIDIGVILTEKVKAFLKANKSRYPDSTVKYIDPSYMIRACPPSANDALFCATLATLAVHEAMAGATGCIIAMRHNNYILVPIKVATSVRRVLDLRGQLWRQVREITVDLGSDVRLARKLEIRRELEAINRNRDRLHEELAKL
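1.25 nM PFK with 0.5 mM F6P and 0.1 mM ATP in 0.1 M TEA pH 8.0, 5 mM MgCl2, incubated 45 min at room temperature; ADP measured by ADP-Glo luminescence; compounds titrated up to 57 uM.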
Coupling enz – qHTS Assay for Inhibitors of Fructose-1,6-bisphosphate Aldolase from Giardia Lamblia: Coupling assay counterscreen. coupling enzyme system counterscreen, AmpLite Red fluorescence. activity change, negative = inhibition, % at 58.2 µM, hits read low. 290,000 compounds, 0.67% hits. AID 2472, 2010; in the data active = activity change below about -30%; note: % is set by controls: 0 for no effect and ±100 for the full control effect
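Coupling enzymes only (glyceraldehyde-3-phosphate) + compound, at 57.5 uM final, 10 min RT; add substrate/coupling/AmpLite Red mix, 20 min RT; fluorescence ex 525/em 598 nm. Actives flag coupling-system interference.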
Integrin act MD – qHTS for Activators of Integrin-Mediated Alleviation for Muscular Dystrophy; 350,000 compounds, 0.064% hits; Potency, µM (titrated, usually from 38.3 µM), for the others: at the top dose activation, usual class: activators; alpha7betagal myoblasts, beta-gal FDG fluorescence, 48 h; AID 624291, 2012;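 note: potency is the fitted concentration of half-maximal effect; 100% = response of the positive control SU9516; nearly all actives have a fitted effect of over 60% in size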
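alpha7betagal+/- myoblasts (passage 13, 250/well) treated 48 h at 37C with compounds at 1:260 dilution of DMSO stock. Lysed, then beta-galactosidase activity read as FDG fluorescence (ex 480/em 540) after 30 min, with pre-read for autofluorescence.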
PKM2 activator – qHTS Assay for Activators of Human Muscle isoform 2 Pyruvate Kinase; Pyruvate kinase PKM (Homo sapiens), P14618; purified PKM2, Kinase-Glo ATP luminescence, activation; response scale: 0% is enzyme alone, no compound; Potency, µM (series often up to 57.5 µM), inactives show at the top dose activation, most hits filed as activators; 260,000 compounds, 0.34% hits; AID 1631, 2009; note: potency is the fitted concentration of half-maximal effect; % is set by controls: 0 for no effect and ±100 for the full control effect; nearly all actives have a fitted effect of over 55% in size
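Purified hPK-M2 (>95%) run at intermediate activity with 0.1 mM ADP and 0.5 mM PEP in 50 mM imidazole pH 7.2, KCl, MgCl2; 1 h room temperature. ATP formed read by Kinase-Glo luminescence; normalized to uninhibited and no-enzyme controls.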
Chronic BCR inh – qHTS Assay to Find Inhibitors of Chronic Active B-Cell Receptor Signaling; ABC-DLBCL IkBa-CBG/CBR reporter, luminescence ratio, 4 h; Potency, µM (doses to about 46.1 µM), without a hit: at the top dose ratio change, negative = lower green/red ratio, usual class: inhibitors; 340,000 compounds, 0.05% hits; AID 493014, 2011; active = well fitted inhibition curve with a large enough effect in the signal ratio, with a control signal flat, not every such curve was filed as active; inconclusive = small, poorly fitted or top-dose-only effect, or effect the other way, or a change in a side signal; the % refers to the signal ratio;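 note: potency is the fitted concentration of half-maximal effect; plate controls were basal doxycycline-induced cells for no effect and cells given 10 µM MG132 for full effect; MG132 reads +100%, hits lower the ratio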
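Concentration-response series (up to 46 uM) were applied to TMD8 dual-reporter cells for 4 h at 37C with doxycycline. Green/red ratio, after filter-overlap correction, defined %Activity; red signal alone was normalised to basal cells and zero luminescence.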
An asterisk follows results filed as active; ? = inconclusive; . = no result given; [ ] = another dose, or the depositor's remark. Unless noted, calls come from the whole dose curve; as a rule, active = well fitted curve in the direction sought with a large enough effect; inconclusive = small, poorly fitted or top-dose-only effect, or another doubt; inactive = no such curve, though single readings can be large; an effect the other way counts as inactive or inconclusive.

Each structure is followed by: Giardia killer	GALK inhibitor	B2AR arrestin	Menin-MLL TR inh	TSG101-PTAP inh	S-ASM inh	Tb PFK inh	Coupling enz	Integrin act MD	PKM2 activator	Chronic BCR inh
> CC(C)N(C(=S)Nc1cc(S(=O)(=O)N2CCOCC2)ccc1Cl)c1ccccc1
→ 4	-5%	-0.7%	9%	4%	6%	-10%	4	0%	3%	11%
> CCc1nnc(NC(=O)c2ccc3c(c2)C(=O)N(CC(C)C)C3=O)s1
→ .	-2%	-0.4%	8%	.	.	1%	1	.	0%	-5%
> Cc1ccc(OCC(=O)NC(=S)Nc2cccc(NC(=O)c3ccccc3)c2)cc1
→ -12	.	-4.3%	-1%	-3%	-1%	-1%	3	-2%	0%	?
> COC(=O)c1cnn(-c2nc(-c3ccccc3)cs2)c1N
→ -9	7%	0.0%	0%	1%	-4%	0%	-1	-3%	.	10%
> CC(=O)c1ccc(N2CCN(C(=O)c3nn(C)c4c3CS(=O)(=O)c3ccccc3-4)CC2)cc1
→ -19	0%	-1.5%	1%	0%	-1%	2%	2	7%	8%[0.46 µM]	-3%
> CN1CCc2nc3sc(C(=O)NCc4ccccc4)c(N)c3cc2C1
→ -4	1%	2.7%	-20%	-6%	27%	-8%	-6	-18%	4%	8%
> COCCNC(=O)C(=O)Nc1cccc(Br)c1
→ -5	1%	-0.2%	3%	-4%	0%	-6%	0	13%	0%	?
> CC1=CC(C)C(COC(=O)CN2CCCCC2)C(C)C1 (stereo not given)
→ -15	2%	-0.1%	.	1%	2%	0%	5	?	-9%	?
> O=C(CSc1nnnn1C1CCCCC1)N1CCc2ccccc21
→ 17	-5%	-0.4%	-15%	-4%	-2%	13%	2	0%	0%	2%
> CCn1c(-c2sc(-c3ccccc3)nc2C)n[nH]c1=S
→ 3	-1%	-0.5%	3%	2%	-3%	2%	1	1%	-6%	22%
> O=C(CNC(=O)c1ccccc1F)OCC(=O)c1ccc(Cl)s1
→ 17	-3%	-0.1%	?	-3%	2%	2%	1	0%	0%	0%
> CS(=O)(=O)c1cccc(C(=O)OCCCC(=O)c2ccccc2)c1
→ -8	.	-0.3%	.	-6%	-3%	6%	.	-29%	.	?
> CCN(C(=O)COC(=O)CNC(=O)c1sc2ccccc2c1Cl)C1CCCCC1
→ -5	.	-0.3%	.	-2%	-8%	-1%	.	-21%	.	?
> CC1CC(C)CN(c2oc(-c3ccco3)nc2C#N)C1 (stereo not given)
→ -18	-3%	-0.8%	-1%	1%	.	-4%	-1	14%	-9%	0%
> CCCCn1c(=N)n(CCOc2ccc(C)cc2)c2ccccc21
→ -27	.	2.3%	-8%	-2%	1%	-5%	3	-46%[inhibitor]	-1%	?
> COc1ccc(NC(=O)c2ccc3ccccc3n2)cc1S(=O)(=O)Nc1ccccc1Cl
→ 20	1%	4.9%	?	-1%	-2%	-1%	0	-47%[inhibitor]	0%	15%
> CCCc1cc(=O)[nH]c(SCC(=O)c2cc(C)n(CCC)c2C)n1
→ -11	-1%	0.1%	?	-6%	0%	0%	1	9%	6%	-4%
> Oc1ccc(N=Cc2sc3ccccc3c2Cl)cc1
→ -9	-3%	13µM*	?	0%	0%	-11%	-45*	-49%[inhibitor]	8%	-9%
> Clc1ccsc1-c1csc(-c2cccnc2)n1
→ -10	0%	0.0%	11%	-2%	-10%	4%	-1	-23%	-1%	-26%
> CCN(CC)CCOc1nnc(-c2ccc(OC)cc2)c2ccccc12
→ 19	0%	-0.1%	-16%	-3%	0%	4%	3	0%	.	-9%
> CCN(CC)C(=O)c1cc(-c2ccc3c(c2)OCO3)on1
→ 11	4%	-0.8%	1%	0%	-5%	-7%	-1	-16%	.	?
> CC(C)CN1CCC(=O)N(CCOc2ccccc2)CC1
→ 19	.	-0.7%	-13%	0%	-5%	0%	3	19%	2%	1%
> O=Cc1cn(CCC(=O)O)nc1-c1cccc2ccccc12
→ 27	-3%	0.3%	13%	-10%	5%	23%	1	-4%	8%	2%
> Cc1[nH]nc2c1C(c1cnn(C)c1)C(C#N)=C(N)O2 (stereo not given)
→ 0	0%	-0.1%	12%	1%	8%	0%	-1	-19%	-4%	-2%
> COC(=O)c1cc(C#N)c(Oc2ccc(OC)cc2)nc1C
→ -16	-1%	3.5%	-1%	-1%	-5%	-8%	3	-17%	-13%	12%
> CCc1ccc(-c2csc(NC(=O)C3=COCCO3)n2)cc1
→ -8	.	0.3%	.	0%	?	-5%	.	-36%	.	-1%
> O=[N+]([O-])c1cccc(-n2nnnc2CN2CCCCCC2)c1
→ -26	0%	0.0%	-17%	-4%	0%	-5%	6	-20%	-2%	6%
> Cc1nn(Cc2ccccc2)c(Cl)c1/C=C/C(=O)OC(C(=O)NC(N)=O)C(C)C (stereo not given)
→ 7	11%	-0.1%	?	6%	-4%	0%	7	-7%	0%	3%
> C=CCNC1=C(Cl)C(=O)N(c2cccc(Cl)c2Cl)C1=O
→ -8	-2%	0.5%	29%	-3%	0%	-1%	0	-33%	-4%	0%
> O=C(CCN1CCCCC1)Nc1cccc(Cl)c1
→ 8	-3%	-0.1%	-5%	-1%	2%	-6%	0	6%	-9%	?
> CCCOc1ccc(/C(O)=C2/C(=O)C(=O)N(CCCOC)C2c2ccncc2)cc1 (stereo not given)
→ 37[activator]	2%	0.9%	-10%	-1%	0%	-5%	9	7%	-7%	-4%
> CCCCCCC[C@@H](C/C=C/CCC(=O)O)OC
→ 10	.	-0.5%	.	-10%	-2%	9%	.	-6%	.	-1%
> Cc1cc(C)nc(N2C(=O)CC(Cc3ccccc3)C2=O)n1 (stereo not given)
→ -9	5%	0.0%	-4%	-3%	6%	-2%	-1	?	-2%	3%
> COCCCNC(=O)CN(Cc1ccccc1)S(=O)(=O)c1ccccc1
→ -6	-2%	-1.4%	?	0%	-4%	0%	3	15%	1%	2%
> CC(=O)Nc1cccc(NC(=O)CSc2nc3ccccc3o2)c1
→ -10	.	6.4%	1%	-4%	-1%	0%	-2	-7%	-19%	?
> Cc1ccc(C(=O)Nc2ccc(S(=O)(=O)NCc3ccco3)cc2)cc1
→ 1	1%	-0.3%	?	-5%	-1%	-28%	2	-17%	-3%	13%
> Cc1ccc(-c2nc3ccccc3c(=O)n2N)cc1
→ 9	0%	0.2%	7%	-2%	2%	-3%	1	-20%	0%	8%
> COc1c(C(=O)Nc2c(C)n(C)n(-c3ccccc3)c2=O)ccc2ccccc12
→ -1	2%	-0.3%	-16%	-4%	1%	-4%	2	16%	-5%	?
> C=CCOc1ccc(CNc2ccc3[nH]c(=O)[nH]c3c2)cc1
→ -8	1%	9.2%	1%	-5%	-4%	-2%	4	-13%	-7%	13%
> C/C(=N\NC(=O)CSCc1ccc([N+](=O)[O-])cc1)c1ccccc1O
→ 17	0%	-0.8%	1%	-3%	4%	0%	-1	-14%	-2%	0%
> CC(C)c1ccc(CC(NC(=O)c2ccccc2)C(=O)NCC(=O)O)cc1 (stereo not given)
→ 3	0%	-0.1%	-2%	-3%	4%	0%	5	7%	-2%	-1%
> CC(C(=O)N1CCN(C(=O)c2ccco2)CC1)n1sc2ccccc2c1=O (stereo not given)
→ 5	0%	-0.6%	-9%	-4%	4%	4%	-2	-30%	7%[0.46 µM]	-2%

This is a subset; count on the stated rates, not on these rows.
